Screens deposited in PubChem by National Center for Advancing Translational Sciences (NCATS).
BLM inh: blocks DNA unwinding by human BLM helicase | P54132 | recombinant BLM DNA unwinding, fluorescence dequenching | Potency, µM (highest dose often 56.1 µM), for inactives: top-dose activity change, negative = inhibition, actives largely listed as inhibitors | actives 0.2% (n = 350,000) | AID 2528;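 note: plate controls were vehicle for no effect and no enzyme for full effect; nearly all actives have a fitted effect of over 35% in size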
BAZ2B inh: inhibitors of human BAZ2B bromodomain; actives 4.4% (n = 360,000); AlphaScreen BAZ2B-H3K14Ac peptide displacement; Q9UIF8; Potency, µM (top dose mostly 114 µM), for inactives: at the top dose activity change, negative = inhibition, actives largely listed as inhibitors; AID 504333; note: % is set by controls: 0 for no effect and ±100 for the full control effect; nearly all actives have a fitted effect of over 60% in size
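AlphaScreen displacement: compounds (up to 110uM) incubated 30 min at room temperature with a preformed 50 nM BAZ2B/50 nM biotinylated H3K14Ac peptide complex in PBS pH 7.4 with Tween-20. Donor and acceptor beads at 10 ug/mL final added, 20 min light-protected before reading.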
HP1b binding inh: blocks HP1-beta chromodomain binding to methylated histone tails; P83916; AlphaScreen HP1-beta / biotin-H3K9me3 peptide binding; Potency, µM (titrated, usually from 114 µM), for inactives: at the top dose activity change, negative = inhibition, actives largely listed as inhibitors; actives 0.56% (n = 390,000); AID 540317; note: nearly all actives have a fitted effect of over 70% in size; inactives centre near 23
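AlphaScreen: HP1-beta (50 nM) preformed 30 min with biotin-H3(1-18)K9me3 peptide (50 nM) in PBS pH 7.4, 0.01% Tween-20. Compound added for 30 min at RT, then streptavidin donor/nickel chelate acceptor beads (10 ug/mL) for 30 min.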
Pin1 inhibitor: blocks the human prolyl isomerase Pin1. Q13526. Pin1 FP peptide displacement, HiFluor488, 10 min. Potency, µM (titrated, usually from 115 µM), for inactives: at the highest dose activity, negative = inhibition, hits mostly inhibitors. actives 0.009% (n = 390,000); active = well fitted inhibition curve with a large enough effect in the polarisation, with a control signal flat, not every such curve was filed as active; inconclusive = small, poorly fitted or top-dose-only effect, or effect the other way, or a change in a side signal; inactive = no such curve, though single readings can be large or run the other way; the % refers to the polarisation; note: % is set by controls: 0 for no effect and ±100 for the full control effect
JMJD2A Tudor inh: JMJD2A Tudor domain (human) inhibition | O75164 | AlphaScreen JMJD2A-Tudor / H3K4me3 peptide binding | Potency, µM (highest dose often 114 µM), without a hit: top-dose activity change, negative = inhibition, usual class: inhibitors | actives 4.4% (n = 390,000) | AID 504339; note: % is set by controls: 0 for no effect and ±100 for the full control effect; nearly all actives have a fitted effect of over 50% in size
Target sequence (O75164 whole entry, looked up, the tested form may be a part): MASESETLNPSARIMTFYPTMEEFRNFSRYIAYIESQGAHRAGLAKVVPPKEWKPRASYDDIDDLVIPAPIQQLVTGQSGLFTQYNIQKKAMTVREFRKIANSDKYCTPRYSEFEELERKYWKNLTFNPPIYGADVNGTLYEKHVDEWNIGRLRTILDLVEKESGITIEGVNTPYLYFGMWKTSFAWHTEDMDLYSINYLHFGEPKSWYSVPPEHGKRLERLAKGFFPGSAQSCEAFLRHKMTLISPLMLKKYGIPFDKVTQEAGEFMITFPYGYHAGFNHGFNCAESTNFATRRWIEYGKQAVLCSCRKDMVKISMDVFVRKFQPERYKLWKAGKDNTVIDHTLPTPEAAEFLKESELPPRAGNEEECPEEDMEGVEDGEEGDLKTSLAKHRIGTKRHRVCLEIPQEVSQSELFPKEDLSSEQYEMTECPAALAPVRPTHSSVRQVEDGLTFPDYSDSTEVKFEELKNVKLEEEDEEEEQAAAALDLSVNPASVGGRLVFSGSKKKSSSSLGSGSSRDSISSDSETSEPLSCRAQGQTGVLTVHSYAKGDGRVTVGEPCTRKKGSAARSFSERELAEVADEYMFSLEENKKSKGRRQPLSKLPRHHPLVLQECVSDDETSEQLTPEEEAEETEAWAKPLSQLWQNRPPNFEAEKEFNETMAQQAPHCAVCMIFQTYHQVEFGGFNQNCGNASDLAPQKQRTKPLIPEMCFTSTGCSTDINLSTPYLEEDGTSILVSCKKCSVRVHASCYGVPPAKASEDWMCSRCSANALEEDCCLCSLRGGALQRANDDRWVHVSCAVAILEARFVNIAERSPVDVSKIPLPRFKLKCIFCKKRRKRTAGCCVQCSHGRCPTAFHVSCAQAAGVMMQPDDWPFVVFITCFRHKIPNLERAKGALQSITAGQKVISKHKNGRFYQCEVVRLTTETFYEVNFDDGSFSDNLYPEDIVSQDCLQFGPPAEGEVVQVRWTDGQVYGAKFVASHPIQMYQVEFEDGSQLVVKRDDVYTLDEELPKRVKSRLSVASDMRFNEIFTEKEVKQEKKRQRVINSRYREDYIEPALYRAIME
G9a block: blocks human histone lysine methyltransferase G9a | Potency, µM (titrated, usually from 102 µM), without a hit: top-dose activity, negative = inhibition, actives largely listed as inhibitors | G9a H3K9 monomethylation, AlphaScreen, 2 h | Q96KQ7 | actives 8.8% (n = 350,000); note: % is set by controls: 0 for no effect and ±100 for the full control effect; nearly all actives have a fitted effect of over 75% in size
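AlphaScreen detection with an anti-monomethyl H3K9 antibody quantified product after a 2 h room-temperature reaction containing 500 nM biotinylated H3K9 peptide, 20 µM SAM and 20 nM enzyme, which had been preincubated 15 min with compound.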
GLS inh: glutaminase GLS (human) inhibition. Potency, µM (series often up to 45.5 µM), for the others: at the top dose activity change, negative = inhibition, hits mostly inhibitors. actives 0.21% (n = 410,000). GLS enzymatic activity, qHTS titration. O94925; note: % is set by controls: 0 for no effect and ±100 for the full control effect
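Coupled fluorescence readout: glutamate oxidase/HRP/Amplex Red detect glutamate formed by hKGA from L-glutamine (1 mM solution added). Buffer 45 mM KH2PO4 pH 8.2, 0.02% Tween-20; reads at t0 and 30 min RT.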
POLI inh: blocks human DNA polymerase iota activity; Pol iota fluorescent replication assay, 10 min; Potency, µM (top dose mostly 115 µM), for the others: at the highest dose activity, negative = inhibition, hits mostly inhibitors; actives 1% (n = 390,000); AID 588590
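Fluorescent replication assay read twice, at 0 min and 10 min after adding 50 nM (final) substrate. Enzyme (10 nM) and compounds were first incubated 15 min at room temperature; enzyme-free buffer wells were negative controls.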
Tb PGK inh: T. brucei PGK inhibition. Potency, µM (highest dose often 57.5 µM), without a hit: at the top dose activity change, negative = inhibition, hits mostly inhibitors. AID 602233. actives 0.043% (n = 380,000). P07378. PGK/GAPDH coupled, Kinase-Glo luminescence, 60 min; note: % is set by controls: 0 for no effect and ±100 for the full control effect; nearly all actives have a fitted effect of over 60% in size
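Luminescent ATP detection (Kinase-Glo Plus) follows a 60-minute room-temperature incubation, with wells lacking PGK as controls. Buffer: 100 mM TEA (pH 7.6), 5 mM MgCl2, 0.01% Tween-20. Coupling enzyme GAPDH (100 nM final) supplies unstable 1,3-BPG in-well.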
* hit, by the source's call; i = inactive; ? = inconclusive; / = not tested or not shown; & = joins results of further samples; ! = not active in a repeat; [ ] = dose if it differs, or a comment. Unless noted, calls come from the whole dose curve; as a rule, active = well fitted curve in the direction sought with a large enough effect; inconclusive = small, poorly fitted or top-dose-only effect, or another doubt; inactive = no such curve, though single readings can be large; an effect the other way counts as inactive or inconclusive. Potency is the fitted concentration of half-maximal effect. Not all compounds are listed, so the mix of outcomes need not match the whole.

SMILES	BLM inh	BAZ2B inh	HP1b binding inh	Pin1 inhibitor	JMJD2A Tudor inh	G9a block	GLS inh	POLI inh	Tb PGK inh
CCOC(=O)c1ccc(NC2=CC(c3ccc(F)cc3)N(c3ccc(C(=O)OCC)cc3)C2=O)cc1 (stereo unspecified)	1%	-14%	-2%	-8%	-17%	-8%[59 µM]	-11%	-13%	-4%
O=C1C2C3C=CC(CC3)C2C(=O)N1/N=C/c1ccccc1O (stereo unspecified)	-5%	-2%[57.1 µM]	21%	0%	-10%	27%	2%	11%	/
CCOC(=O)c1c(C)n(O)c2ccc(Cl)cc2c1=O	-2%	-32%	19%	-2%	-16%	?	11%	1%	-8%
COc1ccc(/C=N/NC(=O)c2ccccc2O)cc1CN1CCOCC1	3%	0%	16%[57 µM]	2%	-13%	49%[12.7 µM]	8%	4%	-4%
CCc1ccc(NC(=O)CSc2nc3ccsc3c(=O)n2C(C)CC)cc1 (stereo unspecified)	-8%	1%	35%	5%	-11%	21%[59 µM]	?	20%	-8%
CN(CC(=O)Nc1cccc(F)c1)C(=O)CSc1ccc(Br)cc1	/	10%	18%	-9%	-15%	1%	0%	?	-7%
CN1CCN(c2ccccc2NC(=O)c2ccc(-c3ccc(Br)cc3)o2)CC1	1%	?	11%	-2%	-17%	/	-6%	18%	-2%
Cn1c(N)c(C(=O)COC(=O)Cn2cc(C(F)(F)F)ccc2=O)c(=O)n(C)c1=O	2%	3%	47%	4%	11%	18%	6%	10%	8%
Cc1[nH]c(C(=O)O)c(C)c1C(=O)OC(C)C	-1%	3%	5%	?	-6%	-22%	-10%	10%[58.9 µM]	-1%
O=C(Cn1cc(SCc2ccccc2Cl)c2ccccc21)N1CCOCC1	-9%	-37%	41%[activator]	5%	-23%	-9%[59 µM]	0%	11%	5%
O=C(NCc1ccc(F)c(F)c1)C1CCC(=O)N(CCc2ccccc2)C1 (stereo unspecified)	-1%	4%	39%[activator]	-6%	-10%	5%[12.7 µM]	6%	40%[activator]	-7%
COc1ccc(C(=O)CCc2nc3ccccc3s2)cc1	-1%	84%[activator]	29%	14%	9%	79%[activator][59 µM]	7%	16%	-1%
O=C(COC(=O)/C=C/c1cccc(C(F)(F)F)c1)NCc1ccco1	/	10%	-7%	-6%	-15%	?	0%	17%	1%
Cc1cc(N=CC2=C(O)CCCC2=O)no1	1%	2%	16%	-15%	?	?	-3%	-13%	-5%
Cc1ccc(Cl)cc1N1CCN(C(=O)c2ccc(CS(=O)(=O)c3ccc(Br)cc3)o2)CC1	-4%	-34%	-6%	24%	-27%	-31%[59 µM]	4%	?	-1%
Cc1cccc(C(CC(=O)NCC2(c3ccccc3)CCCC2)c2ccccc2)c1O (stereo unspecified)	-14%	3%[57.1 µM]	30%	?	-6%	1%[59 µM]	8%	-12%	5%
Cc1ccc(-n2nc(C)c(C(=O)O)c2-n2cccc2)cc1	-14%	50µM*	-4%	-2%	?	4%[59 µM]	-10%	?	/
CN(C)CC(O)COc1cccc(OCC(O)CN(C)C)c1 (stereo unspecified)	1%	6%	23%	4%	-14%	-2%[12.7 µM]	1%	49%[activator]	11%
Cc1ccc(-c2ccc(S(=O)(=O)N3CC(C)OC(C)C3)cc2)cc1 (stereo unspecified)	-1%	-11%[57.1 µM]	18%	-2%	1%	6%	-1%	18%	i
O=C(c1ccc(F)cc1)N1CCN2C(=O)c3ccccc3C12c1ccccc1 (stereo unspecified)	-5%	-6%	-1%	1%	-12%	-4%[12.7 µM]	3%	129%[activator]	-5%
Cc1onc(-c2c(F)cccc2Cl)c1C(=O)OCC(=O)NCc1ccccc1	/	11%	47%	-6%	6%	-12%[2.33 µM]	-6%	9%	-8%
CCN1CCN(C(c2ccccc2Cl)c2sc3nc(-c4ccco4)nn3c2O)CC1 (stereo unspecified)	-2%	-14%	28%	-3%	-28%	3%[59 µM]	5%	9%	-2%
O=C(CC(Sc1ccccc1)c1cccs1)c1ccco1 (stereo unspecified)	-11%	66%[activator]	145%[activator]	-6%	134%[activator]	86%[activator]	0%	?	i
COc1cc(OC)cc(C(=O)Nc2ccc(S(=O)(=O)Nc3onc(C)c3C)cc2)c1	-2%	-29%	31%	-4%	-26%	?	0%	7%	i
COc1cc(NC(=S)NC(=O)c2cccs2)ccc1NC(=O)C(C)C	-11%	-24%	19%	0%	-33%	?	0%	13%	0%

Continuation.
SMILES	BLM inh	BAZ2B inh	HP1b binding inh	Pin1 inhibitor	JMJD2A Tudor inh	G9a block	GLS inh	POLI inh	Tb PGK inh
CC(O)CNc1cc(N)c([N+](=O)[O-])cc1[N+](=O)[O-] (stereo unspecified)	5%	0%	2%	-16%	-11%	6%[59 µM]	8%	10%	i
COC(=O)c1c(NC(=O)c2ccoc2C)sc2c1CCC2	1%	?	-11%	9%	?	?	-7%	?	-2%
CCCCC(NC(=O)Cc1c(C)c2cc3c(C)c(C)oc3c(C)c2oc1=O)C(=O)O (stereo unspecified)	2%	-2%	23%	?	-7%	7%	6%	?	-6%
O=C(Nc1ccccc1)c1ccc(CSc2ccccn2)cc1	-5%	3%	27%	-4%	-2%	?	4%	-6%	-24%
Cc1ccc(C2C(C#N)=C(N)Oc3n[nH]c(-c4cccnc4)c32)o1 (stereo unspecified)	-6%	?	31%	-8%	-8%	79µM*	8%	28µM*	-10%
C=C(C)c1cccc(C(C)(C)NC(=O)Nc2ccc3[nH]c(=O)[nH]c3c2)c1	-3%	4%	37%[activator]	0%	-6%	2%[12.7 µM]	-1%	-3%	i
Cc1cc(NC(=O)NN2CCOCC2)nn1-c1c(Cl)cccc1Cl	-3%	-5%	32%	-11%	-13%	2%	-7%	42%[activator]	i
CC(C)(C)CC(C)(C)NC(=O)CSCC(=O)Nc1ccc2ccccc2c1	5%	-4%	9%	?	-12%	-10%[59 µM]	2%	?	-4%
Cc1ccc(S(=O)(=O)N(C)C)cc1NC(=O)COC(=O)C1CC1	/	-3%	11%	-9%	-8%	10%	-18%	19%	-5%
CCOC(=O)C1=C(CN2CCCCCC2)NC(=O)NC1c1ccc2c(c1)OCO2 (stereo unspecified)	-2%	-8%	7%	4%	-20%	3%	-16%	24%	-3%
CC(=O)c1cccc(NC(=O)NCc2cccs2)c1	-1%	8%	23%	6%	-14%	15%[59 µM]	2%	11%	-1%
CCN(CC)Cc1c(O)ccc2c(=O)c(Oc3ccccc3OC)c(C)oc12	-2%	23%	14%	-11%	-14%	41%[activator]	4%	15%	-5%
O=C(NCC(=O)N(Cc1ccco1)C(C(=O)NC1CCCC1)c1cccnc1)c1cccs1 (stereo unspecified)	0%	-1%	6%	8%	-9%	-7%[59 µM]	-1%	-15%	i
Cc1ccc2oc(=O)c3cc(C(=O)N4CCN(c5ccccc5F)CC4)sc3c2c1	-9%	-4%	41%[activator]	4%	-13%	5%[59 µM]	3%	?	-4%
O=C(O)COc1ccccc1/C=N/NC(=O)c1cc2ccccc2cc1O	-1%	-12%	-4%	-25%	-18%[11.4 µM]	?	-19%	14µM*	-14%
CCC(C)(C)NC(=O)/C=C/c1ccc(OC)c(S(=O)(=O)N2CCOCC2)c1	-1%	-33%	21%	-2%	1%	2%[59 µM]	9%	1%	4%
Cc1c2cccn2cc[n+]1C	3%	-2%	4%	2%	45µM*	14µM*	8%	13%	-2%
COc1ccc(CCn2c(=N)c(C(=O)NC3CCCC3)cc3c(=O)n4ccccc4nc32)cc1OC	6%	-43%	8%	?	-17%	-3%[0.0925 µM]	8%	17%	1%
CCCCOc1ccc(-c2nc(/C=N/c3nccs3)c(O)o2)cc1	-1%	3%	14%	41%[activator]	1%	13%[59 µM]	2%	12%	-6%
O=C(Nc1nnc(S(=O)(=O)N2CCCCCC2)s1)c1ccccc1Br	-6%&-6%	14µM*!	40%[activator]	8%&14%	13µM*!	10µM*	6%&21%	-4%&13%	-12%&-14%
COC(=O)[C@@H](NC(=O)NCc1ccco1)C(C)C	0%	12%	38%[activator]	-5%	0%	9%[2.33 µM]	-1%	-13%	-7%
CCOC(=O)c1[nH]ncc1CN1CCCC(C(=O)c2cccc(OC(C)C)c2)C1 (stereo unspecified)	0%	-2%	28%	-2%	-23%	15%	1%	31%	i
O=C(COC(=O)c1ccccn1)Nc1ccccc1OC(F)F	2%	50µM*	20%	-9%	56µM*	4%	1%	5%	-3%
Cc1cc(C)cc(OCC(=O)OCC(=O)NCc2ccco2)c1	0%	-2%	13%	-3%	-18%	2%	-4%	-8%	i
CSCC[C@H](NC(=O)CC(C)(C)C)c1nc2ccccc2[nH]1	-1%	0%	7%	7%	-11%	28%[12.7 µM]	3%	8%	-1%
CCc1ccc(NC(=O)c2ccc3oc(=O)n(Cc4ccccc4)c3c2)cc1	-13%	-5%	30%	4%	-13%	21%[59 µM]	-8%	-12%	9%
CCOC(=O)c1c(C)oc2c(CN3CCN(C)CC3)c(Br)c(OC)c(O)c12	96%[activator]	-24%	0%	5%	?	-9%[59 µM]	1%	?	3%
O=S(=O)(Nc1ccc(Br)cc1)c1cccc2nonc12	1%	-34%	7%	0%	-29%	79µM*	10%	-24%	-3%

Single entries from the entries so far:
Value for COC(=O)c1c(NC(=O)c2ccoc2C)sc2c1CCC2 under GLS inh: -7%
Value for Cc1cc(N=CC2=C(O)CCCC2=O)no1 under BLM inh: 1%
